PLK1 PBD block = inhibitors of human PLK1 polo-box domain binding; AID 720504; Plk1 PBD binding of FITC phosphopeptide, fluorescence polarization; P53350; 2.8% of 360,000 active; Potency, µM, without a hit: max response, negative = inhibition, most hits filed as inhibitors; note: potency is the fitted concentration of half-maximal effect; series mostly up to about 57 µM; % is set by controls: 0 for no effect and ±100 for the full control effect; nearly all actives have a fitted effect of over 65% in size
PI5P4K alpha inh = PI5P4K alpha (human) kinase inhibition; P48426; PI5P4Kalpha enzyme, ADP-Glo luminescence, 60 min; hits give low values; max response, %; 1.2% of 330,000 active; AID 652105; active = max response of -50% or lower; inconclusive = between -30% and -50%; inactive = -30% or higher; note: value at the top dose of about 77 µM; % is set by controls: 0 for no effect and ±100 for the full control effect
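qHTS, 1536-well: enzyme/substrate mix, compound by pin tool, 5 microM ATP final; RT 60 min; ADP-Glo reagents 1 (45 min) then 2 (30 min); luminescence.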
EPAC1 antag = blocks human EPAC1 exchange factor | AID 720709 | O95398 | EPAC1 GEF assay, Rap1b-BODIPY-GDP exchange fluorescence | Potency, µM (doses to about 115 µM), for inactives: at the highest dose activity change, negative = inhibition, most hits filed as inhibitors | 0.14% of 360,000 active;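 note: potency is the fitted concentration of half-maximal effect; plate controls were vehicle for no effect and positive control for full effect; nearly all actives have a fitted effect of over 50% in size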
Target sequence (O95398 whole entry, looked up): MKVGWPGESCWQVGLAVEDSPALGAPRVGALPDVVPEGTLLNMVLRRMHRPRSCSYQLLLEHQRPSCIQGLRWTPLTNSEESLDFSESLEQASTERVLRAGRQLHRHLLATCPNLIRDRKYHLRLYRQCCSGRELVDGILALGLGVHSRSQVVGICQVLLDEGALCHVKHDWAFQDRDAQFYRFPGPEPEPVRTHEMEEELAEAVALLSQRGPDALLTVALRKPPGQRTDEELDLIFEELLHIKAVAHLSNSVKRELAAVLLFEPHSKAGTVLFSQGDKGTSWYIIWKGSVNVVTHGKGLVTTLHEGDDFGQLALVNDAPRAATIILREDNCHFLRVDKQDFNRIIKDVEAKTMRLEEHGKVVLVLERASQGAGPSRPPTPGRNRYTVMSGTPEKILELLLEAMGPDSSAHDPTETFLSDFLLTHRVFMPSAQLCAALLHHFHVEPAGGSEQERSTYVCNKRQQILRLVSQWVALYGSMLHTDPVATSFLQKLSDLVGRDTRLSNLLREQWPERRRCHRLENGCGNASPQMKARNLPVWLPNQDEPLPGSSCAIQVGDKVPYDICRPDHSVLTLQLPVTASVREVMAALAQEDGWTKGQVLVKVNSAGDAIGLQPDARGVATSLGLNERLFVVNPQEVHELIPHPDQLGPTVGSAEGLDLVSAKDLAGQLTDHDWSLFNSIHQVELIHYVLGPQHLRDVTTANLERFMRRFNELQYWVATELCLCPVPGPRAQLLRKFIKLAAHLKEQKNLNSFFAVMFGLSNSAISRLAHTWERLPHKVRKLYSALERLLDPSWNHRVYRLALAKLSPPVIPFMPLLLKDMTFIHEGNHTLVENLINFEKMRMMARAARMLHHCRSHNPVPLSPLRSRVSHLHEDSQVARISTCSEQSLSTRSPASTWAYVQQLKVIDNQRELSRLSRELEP
Abeta rescue = compounds reversing amyloid beta toxicity in yeast; yeast expressing A-beta42, growth rescue, OD600, 48 h; response scale: 0% DMSO, 100% iron-clioquinol control; Potency, µM (doses to about 46.1 µM), without a hit: at the highest dose growth rescue, most hits filed as activators; 0.063% of 410,000 active; AID 1347071; note: potency is the fitted concentration of half-maximal effect; nearly all actives have a fitted effect of over 55% in size
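Growth rescue measured by 600 nm absorbance after 48 h yeast culture at 30 C with compound. Values normalized between DMSO and an equimolar ferric chloride plus clioquinol control.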
EPAC1 ag = EPAC1 (human) agonism; O95398; Potency, µM (series often up to 154 µM), for the others: at the highest dose activation, usual class: activators; EPAC1 agonist qHTS, biochemical assay; response scale: 100% = response to 6.5 mM cAMP; 0.073% of 360,000 active; AID 720707; note: potency is the fitted concentration of half-maximal effect; nearly all actives have a fitted effect of over 60% in size
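Nucleotide exchange assay: 100 nM EPAC1 with 250 nM Rap1B loaded with BODIPY-GDP and 50 uM GDP, room temperature. Fluorescence (480/540 nm) read every 5 min for 30 min; signal change normalized to 6.5 mM cAMP as full agonist.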
FUS suppressor = FUS proteinopathy suppression in yeast; Potency, µM (titrated, usually from 76.6 µM), for inactives: at the highest dose growth rescue (activation), hits mostly activators; S. cerevisiae FUS-expressing, growth rescue, OD600, 24 h; AID 1347120; 0.24% of 390,000 active;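 note: potency is the fitted concentration of half-maximal effect; plate controls were DMSO vehicle for no effect and reference control for full effect; nearly all actives have a fitted effect of over 55% in size; some results filed as inactive show a strong effect at the top dose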
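Absorbance at 600 nm, taken 24hr after compound addition, measured rescue of FUS-yeast growth at 30C. Induction used 2% galactose with seeding at OD 0.005. Controls: CP55940 from 92uM final, DMSO only.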
IL-2 act = activates IL-2 in a cell-based reporter assay; activation, % (series mostly up to about 46 µM); IL-2 activation reporter assay, cell-based qHTS; stimulated with anti-CD3/CD4/CD28 beads; in transgenic mouse T cells; 0.065% of 360,000 active; AID 652025; in the data active = activation above about 50%; inconclusive = mostly about 30% to 49%; note: 0% is about no effect
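Unstimulated transgenic mouse T cells; 60-min compound exposure; bead-based TCR/CD4/CD28 stimulation; 18 h culture, 37 degrees C; dual fluorescence (EGFP, DsRed) plate cytometry.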
WRN helicase inh = blocks human WRN helicase. WRN helicase unwinding, fluorescent forked duplex, kinetic. Potency, µM (series often up to 114 µM), without a hit: at the top dose activity change, negative = inhibition, actives largely listed as inhibitors. 0.46% of 360,000 active. AID 651768; note: potency is the fitted concentration of half-maximal effect; % is set by controls: 0 for no effect and ±100 for the full control effect; nearly all actives have a fitted effect of over 55% in size
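Screening of the MLSMR collection measured strand separation of a quenched forked DNA duplex (100 nM) by 20 nM WRN with 2 mM ATP, all final. Compounds were preincubated with enzyme 15 min at room temperature.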
Starred values were filed as active, the others as inactive; ? = inconclusive; / = not tested or not shown; [ ] = dose if it differs, or a comment. Unless noted, calls come from the whole dose curve; as a rule, active = well fitted curve in the direction sought with a large enough effect; inconclusive = small, poorly fitted or top-dose-only effect, or another doubt; inactive = no such curve, though single readings can be large; an effect the other way counts as inactive or inconclusive.

SMILES	PLK1 PBD block	PI5P4K alpha inh	EPAC1 antag	Abeta rescue	EPAC1 ag	FUS suppressor	IL-2 act	WRN helicase inh
CCOC(=O)C1=C(COC(=O)/C=C/c2cccc(F)c2)NC(=O)NC1C (stereo not drawn)	1%	-7	-7%	13%	8%	30%	0.3	3%
O=C(CCC(=O)NC1CCCCCCC1)Nc1nnc(C(F)(F)F)s1	-7%	/	-4%	1%	4%	6%	-1.1	0%
O=C(COC(=O)Cn1[nH]c(=O)c2ccccc2c1=O)Nc1ncc(Cl)cc1Cl	-20%	?	-2%	3%	4%	37%	-1.0	?
CC12CCC3c4ccc(OCC(=O)O)cc4CCC3C1CCC2=O (stereo not drawn)	2%	-1	-1%	-10%	11%	-1%	1.2	-11%
Cc1cccc2cc(CN(Cc3ccco3)S(=O)(=O)c3ccc4c(c3)OCCO4)c(=O)[nH]c12	-9%	/	3%	-2%	17%	38%	-4.0	0%
CCOC(=O)N1CCN(Cc2nc3c(c(=O)n(C)c(=O)n3C)n2Cc2ccccc2)CC1	-9%	-2	0%	1%	3%	4%	-2.5	-9%
O=C(CSc1nnc(-c2ccncc2)n1-c1ccccc1)N1CCN(c2ccc(Cl)cc2)CC1	1%	3	4%	8%	1%	/	0.3	-8%
CCOC(=O)CCCCC(=O)c1[nH]c(=O)[nH]c1C[n+]1ccc(C)cc1	2%	4	-17%	10%	-3%	-32%	0.1	1%
CCC(C)NC(=S)N(CCc1ccccc1)Cc1cc2cc(OC)c(OC)cc2[nH]c1=O (stereo not drawn)	-2%	4	-22%	0%	0%	/	-0.5	-26%
Cc1ccc(S(=O)(=O)Oc2ccccc2[N+](=O)[O-])cc1	2%	5	-19%	-11%	10%	5%	-1.0	-7%
CC1(Cc2cccc(C(N)=O)c2)C(=O)Nc2c(Cl)cccc21 (stereo not drawn)	-5%	1	-2%	-1%	5%	-19%	-0.4	0%
CCCc1cc(C(=O)NCc2ccco2)no1	0%	-2	2%	-8%	12%	-6%	-2.3	-3%
COc1ccc([N+](=O)[O-])cc1-n1cnnn1	-8%	4	0%	22%	9%	-7%	0.9	-3%
Cc1c(C(=O)OC2CCCC2C)[nH]c2c1C(=O)CCC2 (stereo not drawn)	-16%	2	-5%	-21%	0%	-3%	-1.9	-1%
CCC(=O)Nc1ccc(NC(=O)CSc2nnc(-c3ccco3)n2CC)cc1	2%	-9	4%	2%	1%	-15%	-1.1	2%
c1ccc2c(c1)c1c(c3ccccc32)CN2CCCC2C1 (stereo not drawn)	-22%	21	-15%	-22%	12%	/	-6.1	0%[11.6 µM]
Cc1ccc(-c2nc(S(=O)(=O)c3ccc(C)cc3)c(N3CCOCC3)o2)cc1	-14%	?	-10%	15%	-9%	-18%	0.3	-19%
COc1ccc2c(c1)c(C(=O)CN1CCCCC1)c(C)n2C	-11%	4	-17%	2%	-5%	4%	1.6	-21%
Cc1ccc(S(=O)(=O)NCCC(=O)NCC(c2cccs2)N(C)C)cc1C (stereo not drawn)	1%	1	11%	-9%	-12%	-13%	-0.1	7%
CN(CCc1ccccn1)C(=O)Nc1ccc(F)cc1	-5%	0	4%	6%	1%	-5%	0.5	0%
COc1ccc(S(=O)(=O)N2CCN(CC(=O)N3CCc4ccccc4C3)CC2)cc1OC	7%	14	-5%	-5%	2%	8%	0.5	2%
COc1cc(OC)cc(C(=O)NCc2n[nH]c(=S)n2-c2ccccc2)c1	-7%	/	-2%	-2%	5%	30%	0.4	2%
CCOC(=O)CN1C(=O)C(C)(C)Oc2ccc(C(=O)Nc3ccccc3)cc21	-9%	2	-15%	-3%	1%	20%	-0.9	-5%
O=C(CNC(=O)c1cccs1)Nc1ccc2c(c1)OCCO2	-8%	4	-2%	-10%	9%	30%	-5.8	3%
CC(C)(C)c1nc(NC(=O)Nc2ccccc2)sc1Br	-5%	11	-11%	2%	12%	-2%	-0.7	-9%
Following part.
SMILES	PLK1 PBD block	PI5P4K alpha inh	EPAC1 antag	Abeta rescue	EPAC1 ag	FUS suppressor	IL-2 act	WRN helicase inh
O=C(O)c1cccc(OCc2ccccc2Cl)c1	-1%	/	-2%	-37%[inhibitor]	-4%	13%	-2.9	1%
COc1cc(C=C(C(C)=O)C(C)=O)ccc1O	2%	1	-7%	1%	7%	8%	-2.6	-5%
Cc1ccc(NC(=O)Cn2cc3c(n2)CCC(C)C3)cc1 (stereo not drawn)	-3%	1	-12%	38%	2%	-18%	1.0	-1%
Cc1ccc(NC(=O)C(OC(=O)c2ccc(C=O)cc2)c2ccccc2)cc1Cl (stereo not drawn)	0%	-15	-19%	-3%	-3%	-9%	-3.0	-9%
CCOC(=O)C1(CCOC)CCN(C(=O)c2sccc2C)CC1	-9%	2	-1%	7%	7%	3%	-0.8	-1%
Cc1cc(C(=O)NN)n[nH]1	4%	-2	8%	5%	-3%	-4%	0.7	1%
COc1ccc(N2CCN(C(=O)CNC(=O)Cc3ccccc3)CC2)cc1	-6%	4	-23%	7%	7%	/	-1.0	-35%
C=CCNC(=O)C1CCN(S(=O)(=O)c2ccccc2)CC1	0%	-1	0%	3%	-6%	-8%	-0.4	4%
CCOc1ccc(Br)cc1C(=O)N/N=C/c1ccccn1	5%	-4	0%	9%	9%	8%	-0.3	-10%
O=C(Cc1cccc(NC(=O)C2CCCN(C(=O)C3CCCC3)C2)c1)Nc1cccc(C(=O)N2CCOCC2)c1 (stereo not drawn)	-7%	-1	-2%	3%	-11%	14%	0.2	-7%
C[C@@H]1CCCCO[C@H](CN(C)C(=O)Cc2ccccc2)[C@@H](C)CN([C@H](C)CO)C(=O)c2cc(NC(=O)Nc3ccccc3)ccc2O1	4%	-5	16%	-5%	-15%	?	2.3	5%
CCCCNC(=S)N(CCN(CC)CC)Cc1cc2cc3c(cc2[nH]c1=O)OCCO3	-7%	3	0%	7%	11%	4%	0.3	7%
CCCN(CC1COc2ccccc2O1)C(=S)Nc1ccc(C)cc1 (stereo not drawn)	-14%	0	-21%	-4%	19%	18%	-1.3	-3%
CCOCCCNC(=O)C1CCCN1C(=O)Nc1ccccc1[N+](=O)[O-] (stereo not drawn)	1%	-4	-24%	-6%	8%	12%	-0.3	-2%
CCOC(=O)N1CCC(NC(=O)CCCC(=O)O)CC1	1%	1	-5%	-6%	1%	-11%	-0.6	-28%
COc1ccc(N2CS(=O)(=O)/C(=C/N(C)C)C2=O)cc1	0%	3	9%	5%	0%	17%	0.8	3%
CC(NS(=O)(=O)c1ccc(Br)cc1)C(c1cccs1)N1CCOCC1 (stereo not drawn)	1%	2	-7%	8%	-11%	-3%	-0.2	3%
COc1cc(COc2ccc3c(C)c(Cc4ccccc4)c(=O)oc3c2C)cc(OC)c1OC	-4%	-7	-12%	-5%	-1%	45%	-1.1	9%
C=CC[C@@H](Cc1ccc(F)cc1)C(=O)OC[C@H]1CCCN1C(=O)[C@H](CC=C)CC(=O)NCCO	6%	1	6%	-7%	-3%	8%	0.7	-2%
CC(C)C(CCN1C(=O)CCC1=O)C1CCOC(C)(C)C1 (stereo not drawn)	-12%	1	-1%	-6%	-5%	26%	1.6	-5%
O=C(/C=C/c1cccc(F)c1)N(c1ccccn1)C1CCCCC1	0%	-5	11%	5%	5%	13%	0.1	3%
Cc1nc2sccn2c(=O)c1Br	-6%	-1	8%	-26%	-1%	-25%	-2.6	1%
O=C(CCn1ccc2cc(S(=O)(=O)N3CCCC3)ccc21)NCCc1ccccc1	1%	1	-10%	/	-1%	29%	0.2	-11%
CSc1ccccc1NC(=O)C1=CC(c2cccs2)=NS(=O)(=O)N1C	?	-3	10%	-8%	4%	13%	-2.8	-5%
COc1ccc(N2CCN(c3nc4c(C)cccn4c(=O)c3C=C(C#N)C#N)CC2)cc1	-15%	2	-4%	-13%	6%	1%	-0.7	1%
Additional compounds follow:
SMILES	PLK1 PBD block	PI5P4K alpha inh	EPAC1 antag	Abeta rescue	EPAC1 ag	FUS suppressor	IL-2 act	WRN helicase inh
COc1cccc(N2CCN(S(=O)(=O)c3ccc4c(c3)oc(=O)n4C)CC2)c1	-18%	-1	32%[activator]	-4%	4%	-1%	1.2	-5%
CC(C)(C)NC(=O)COC(=O)c1nsc(Cl)c1Cl	-16%	-4	-7%	12%	6%	-1%	-2.7	-5%
CC(C)=CCOc1ccc2c(C)c(CC(=O)N3C[C@H]4C[C@@H](C3)c3cccc(=O)n3C4)c(=O)oc2c1C	0%	4	-1%	0%	-14%	24%	-0.1	2%
Cc1cc(NC(=O)/C=C/c2ccccc2)no1	0%	/	7%	-3%	-1%	15%	-2.7	-6%
CS(=O)(=O)N1Cc2ccccc2CC1C(=O)OCC(=O)NCCc1ccc(S(N)(=O)=O)cc1 (stereo not drawn)	-1%	-4	21%	0%	3%	/	-2.9	-23%
COc1ccc(N2CCN(C(=O)c3cc(=O)c4cc(C)cc(C)c4o3)CC2)cc1	-20%	0	8%	11%	6%	2%	-0.4	-1%
Cc1oc2cc3oc(=O)c(CCC(=O)NCCC(=O)O)c(C)c3cc2c1C	-6%	3	2%	-11%	-6%	-13%	0.0	-10%
COc1ccc(-c2cc(C(=O)N(C)Cc3ccc(F)cc3)c3ccccc3n2)cc1OC	0%	-3	6%	4%	8%	27%	-4.9	-28%
Nc1ccc(S(N)(=O)=O)cc1N	-10%	-6	-15%	-22%	6%	24%	-0.2	-15%
Cc1ccc(C)c(S(=O)(=O)NCC(=O)NCc2ccco2)c1	-3%	2	2%	0%	-11%	/	-2.9	11%
COc1cc(SC)ccc1C(=O)N1CCN(S(=O)(=O)/C=C/c2ccccc2)CC1	-12%	-2	3%	3%	1%	?	0.6	0%
CSc1ncccc1C(=O)OCC(=O)Nc1ccc2c(c1)OCO2	-14%	-13	10%	-16%	12%	7%	1.0	0%
CCN(CC)C(=O)C1CCCN(c2ccc([N+](=O)[O-])cc2/C=N/NC(=O)c2cccc([N+](=O)[O-])c2)C1 (stereo not drawn)	5%	3	-24%	-11%	-31%[inhibitor]	24%	-2.7	6%

Profiles as entered above. Values in the order: PLK1 PBD block	PI5P4K alpha inh	EPAC1 antag	Abeta rescue	EPAC1 ag	FUS suppressor	IL-2 act	WRN helicase inh
Cc1cc(NC(=O)/C=C/c2ccccc2)no1 is listed with 0%	/	7%	-3%	-1%	15%	-2.7	-6%
CC(C)=CCOc1ccc2c(C)c(CC(=O)N3C[C@H]4C[C@@H](C3)c3cccc(=O)n3C4)c(=O)oc2c1C is listed with 0%	4	-1%	0%	-14%	24%	-0.1	2%

Screening data (PubChem)
